G6PDH CS = counter-screen for G6PDH assay hits: L. mesenteroides G6PDH inhibition; Purified L. mesenteroides G6PDH, diaphorase/resazurin coupled fluorescence, 45 min; inhibition, % at 5 µM; 200,000 tested, 0.12% active; in the data active = inhibition above about 50%
Diaphorase inh = counter-screen for diaphorase-based assays: diaphorase inhibitors and chemical oxidizers; diaphorase resazurin-to-resorufin fluorescence, NADH, 16 min; bacterial (C. kluyveri) enzyme, not human; inhibition, % at 20 µM; 190,000 tested, 0.69% active; AID 1217;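 active = primary screen inhibition at 20 µM above a set limit, cut at about 50% in these data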;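 note: plate controls were DMSO with full reaction for no effect and wells lacking NADH for full effect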
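Test system: bacterial diaphorase enzyme (C. kluyveri); Quantity: 0.14 U/mL diaphorase, enzyme working solution; Times: reaction incubation of 16 min at room temperature; Measured by: fluorescence of resorufin formed from resazurin, Ex 544/Em 590 nm; Benchmarks: positive control minus NADH, DMSO neutral control.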
STAT1 act = activators of IFN-gamma induced STAT1 signaling | NIH 3T3 STAT1-luciferase reporter, luminescence; 100% = IFN-gamma alone, no compound | activation (% of control), % at 5.5 µM | 200,000 tested, 2.6% active | AID 932;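 active = activation above the screen-wide mean activation plus 3 SD, cut at about 130% in these data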;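 note: raw ratio to IFN-gamma control signal so 100% means no change and 0% no light; values of inactives mirror those of a sister screen read the other way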
STAT3 inh = reduces IL-6 driven STAT3 reporter signal; U3A cells, IL-6 STAT3-luciferase reporter, luminescence; host cell line lacks STAT1; 190,000 tested, 0.89% active; AID 862; inhibition, % at 5.5 µM;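 active = inhibition above the mean inhibition across all screened compounds plus 3 SD, cut at about 44% in these data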;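 note: 0% = DMSO only wells and 100% = 100 µM nifuroxazide control wells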
TLR4 MyD88 comp = TLR4-MyD88 interaction inhibition in cells; HeLa CL3-4 TLR4/MyD88 BLA complementation, FRET ratio; inhibition, % at 8.4 µM; 200,000 tested, 0.18% active; O00206+Q99836; in the data active = inhibition above about 25%;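 note: 0% = vehicle and 100% = reference inhibitor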
STAT1 blocker = reduces IFN-gamma driven STAT1 reporter signal; NIH 3T3 STAT1-luciferase reporter, luminescence; inhibition, % at 5.5 µM; 200,000 tested, 0.35% active; AID 920;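 active = inhibition above a set limit, the mean inhibition across all tested compounds plus 3 SD, cut at about 34% in these data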;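 note: 0% = IFN-gamma with DMSO and 100% = IFN-gamma with 300 µM nifuroxazide; values of inactives mirror those of a sister screen read the other way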
Hsp70 activator = switches on Hsp70 transcription; activation, % at 10 µM; AID 1203; HeLa Hsp70 promoter luciferase reporter, luminescence; scaled: vehicle 0, proteasome-inhibitor control 100%; 200,000 tested, 0.04% active;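 active = activation above the mean across all tested compounds plus 3 SD, cutoff set per campaign, cut at about 5.5% in these data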;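 note: 100% = MG132 at 30 µM as the positive control and 0% = DMSO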
APP 5UTR inh = APP translation inhibition | inhibition, % at 2 µM | 190,000 tested, 0.82% active | SH-SY5Y APP 5'UTR-luciferase reporter, luminescence;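 active = inhibition above a set limit, derived from the sample mean plus 3 SD, cut at about 45% in these data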; note: values of inactives mirror those of a sister screen read the other way
Diaph act CS = activates diaphorase or chemically reduces, flagging diaphorase assay artifacts; AID 1229; activation factor at 20 µM; Diaphorase/resazurin coupled assay, resorufin fluorescence, 16 min; active compounds read high; 1 = vehicle wells, 0 = NADH-free wells; 190,000 tested, 0.005% active;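 active = diaphorase activity raised at least twofold by the compound at 20 µM; inactive = activation factor below 2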
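Assay system: bacterial diaphorase enzyme (C. kluyveri) / Input: enzyme 0.07 U/mL final / Medium: 50 mM HEPES pH 7.4 with 4.542 mM MgCl2, 0.005% Tween 20 / Doses: single compound dose of 20 µM, 1% DMSO final / Incubation: 16 min enzyme reaction, ambient temperature / Signal: fluorescence, excitation 544 nm and emission 590 nm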
STAT3 act = activators of IL-6 induced STAT3 signaling. activation (% of control), % at 5.6 µM. AID 871. U3A cells, IL-6 STAT3-luciferase reporter, luminescence; 100% = signal with IL-6 EC80 alone. 190,000 tested, 0.91% active;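 active = activation above the screen-wide mean of compound activation plus 3 SD, cut at about 130% in these data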;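 note: 0% = background luminescence of wells with medium and substrate only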
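Assay system – human STAT1-deficient U3A cells with stable STAT3-luciferase reporter · Also added – IL-6 (33 ng/mL) · Schedule – compound 1 h, then IL-6 6 h at 37 °C · Technique – reporter luminescence signal · Evaluation – % activation versus median of IL-6-stimulated wells · Benchmarks – IL-6-only wells as 100% reference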
Numbers without * were called inactive; / = no result given. This is a random part of the collection, and some 6.1% of all compounds hit somewhere here.

SMILES	G6PDH CS	Diaphorase inh	STAT1 act	STAT3 inh	TLR4 MyD88 comp	STAT1 blocker	Hsp70 activator	APP 5UTR inh	Diaph act CS	STAT3 act
CCOc1ccc(-n2c(=O)c3sccc3n(Cc3ccc(C)cc3)c2=O)cc1	3.0	-4.8	92.1	5.5	-2.4	9.1	-0.2	-1.1	1	96.0
CCN(c1ccc(NC(=O)COC(=O)/C=C/c2cccs2)cc1)C(C)C	9.9	20.7	100.3	-3.1	-3.1	-0.4	-0.2	9.5	0.8	107.0
CC(C)N(Cc1ccccc1)C(=O)/C=C/c1ccccc1[N+](=O)[O-]	20.3	/	94.2	1.5	7.1	6.0	0.1	20.4	/	103.9
O=c1[nH][nH]c(-c2ccccc2)c1C=Nc1ccccc1	8.0	20.2	109.7	-5.0	5.8	-10.6	-0.5	3.0	0.8	104.3
CCc1nnc(NC(=O)c2ccc(Cl)c(S(=O)(=O)N3CCc4ccccc4C3)c2)s1	5.0	-1.0	104.2	4.3	4.9	-4.7	-0.4	19.1	1	96.6
CS/C(=N\S(=O)(=O)c1cccs1)Nc1ccc(Br)cc1F	-6.1	14.6	88.9	15.2	-2.6	12.4	0.0	21.2	0.9	89.1
COc1ccc(C(=O)N/C(=C\c2cccc([N+](=O)[O-])c2)C(=O)Nc2cccc(C(=O)O)c2)cc1	9.5	5.3	94.5	4.1	5.6	5.0	0.1	18.7	0.9	102.7
CCN(C(=O)COC(=O)c1[nH]c(C)c(C(C)=O)c1C)C1CCS(=O)(=O)C1 (centres undefined)	2.3	10.1	101.6	4.6	-7.9	-1.8	-0.2	-23.4	0.9	99.4
O=C(O)CCc1ccc(-c2cccs2)o1	4.7	19.2	98.7	6.7	-5.8	0.2	-0.3	-8.1	0.8	99.7
COC(=O)C1CCN(c2ccc([N+](=O)[O-])cc2[N+](=O)[O-])CC1	12.1	23.5	103.5	17.4	-10.1	-5.2	-0.3	4.3	0.8	89.5
O=C(CSCc1ccc(Br)cc1)N1CCOCC1	9.4	-0.5	111.4	-1.0	-4.5	-12.4	-0.2	-12.2	1	104.4
CC(=O)Nc1sc2c(c1C(c1cccc(F)c1)N1CCN(CCO)CC1)CCCC2 (centres undefined)	3.1	0.0	97.8	0.0	6.7	1.6	-0.2	6.5	1	102.0
CCCc1cc(C(=O)NC2CCCCC2)no1	38.4	-4.7	114.3	-4.0	-4.8	-14.3	0.1	-66.8	1	103.5
O=C(NCCNC(=O)c1ccc(Br)o1)c1ccc(Br)o1	14.9	8.2	94.4	18.9	1.9	6.1	-0.1	10.6	0.9	90.2
CCc1ccccc1NC(=S)N1CCC(C(=O)c2ccc(F)cc2)CC1	10.8	13.9	101.3	13.8	-4.2	-1.4	-0.3	5.3	0.9	91.0
O=c1cc(CSc2nnnn2-c2ccccc2)nc(Nc2ccc(F)cc2)[nH]1	1.7	11.1	95.0	-0.5	1.8	6.3	0.2	/	0.9	100.5
CCCCCC1CCC(c2ccc(C(N)=O)cc2)CC1 (centres undefined)	4.1	-2.7	98.9	-1.4	2.8	1.2	-0.1	3.8	1	105.1
CCOC(=O)c1cccc(N/C=C/C(=O)c2ccc(OC)c(OC)c2)c1	4.8	13.7	116.3	17.9	-0.3	-18.1	0.0	-129.7	0.9	94.1
C#CC(C)(CC)NC(=O)c1cc(OC)c(OC)c(OC)c1 (centres undefined)	8.2	-9.2	93.2	-3.2	-11.1	7.6	0.0	-3.8	1.1	103.4
CC(=O)Nc1ccc(OC(=O)c2cc([N+](=O)[O-])ccc2Cl)cc1	-2.4	3.2	84.7	12.4	16.1	17.0	-0.2	-13.5	1	99.0
Cc1c(Br)c(C(F)(F)F)nn1CC(=O)NCC1CCCO1 (centres undefined)	1.3	23.0	94.2	-0.3	3.5	6.4	0.0	-6.6	0.8	105.1
Cc1ccc(NC(=O)c2scc3c2CCCC3)cc1	-2.1	25.0	155.0*	26.6	6.2	-55.1	-0.2	-195.1	0.8	77.1
CN(Cc1ccc(F)cc1)Cc1nc(-c2cnccn2)no1	30.4	15.6	106.2	14.4	-4.7	-7.7	-0.1	1.5	0.8	97.0
CC(C)C(=O)Nc1ccc(N2CCCC2)c(Cl)c1	-2.2	0.7	102.3	13.9	-6.0	-4.0	-0.1	-12.5	1	89.5
CC1=NN(/C(=N\c2nnc(C)s2)Nc2ccccc2)[C@H](c2ccc(C)cc2)S1	-2.6	19.7	97.9	-4.1	7.3	2.3	-0.3	-1.6	0.8	105.0

3 of the entries above in order of their number in APP 5UTR inh, falling.
SMILES,APP 5UTR inh
CS/C(=N\S(=O)(=O)c1cccs1)Nc1ccc(Br)cc1F,21.2
CN(Cc1ccc(F)cc1)Cc1nc(-c2cnccn2)no1,1.5
CCN(C(=O)COC(=O)c1[nH]c(C)c(C(C)=O)c1C)C1CCS(=O)(=O)C1 (centres undefined),-23.4

Additional results follow:
SMILES	G6PDH CS	Diaphorase inh	STAT1 act	STAT3 inh	TLR4 MyD88 comp	STAT1 blocker	Hsp70 activator	APP 5UTR inh	Diaph act CS	STAT3 act
Cn1c2ccccc2c(=O)c2c(=O)n(Cc3ccco3)c(COc3ccccc3)nc21	-4.3	18.9	101.5	-4.0	1.1	-1.6	-0.1	7.5	0.8	105.7
CCn1c(SCC(=O)c2ccccc2)nnc1-c1cc2cc(Br)ccc2o1	-26.6	9.2	103.4	9.4	0.7	-3.8	0.7	5.8	0.9	94.7
COc1ccc(-c2nnc(SCCC(=O)O)n2-c2ccccc2)cc1	5.8	0.3	91.2	1.5	-4.9	9.5	-0.1	-20.4	1	101.4
COc1cc(C2Nc3ccc4ncccc4c3C3=C2C(=O)CCC3)ccc1O (centres undefined)	11.6	18.6	109.2	14.8	3.1	-11.8	-0.3	22.2	0.8	91.2
COc1ccc(NC(=O)c2ccc(C)cc2Cl)c([N+](=O)[O-])c1	5.5	14.1	123.4	5.5	-3.8	-25.6	0.1	-54.6	0.9	100.5
CC1(C)CC(=O)C(CCCN2C(=O)c3ccccc3C2=O)C(=O)C1	7.6	8.5	104.0	-2.1	-1.8	-4.4	-0.1	3.0	0.9	104.2
COc1ccc(S(=O)(=O)N2CCCC(C(=O)NCc3ccccn3)C2)cc1Cl (centres undefined)	-13.2	47.1	93.1	13.7	26.2*	9.2	-0.2	0.1	0.5	91.0
Cc1ccc(C)c(S(=O)(=O)NCc2ccncc2)c1	5.0	1.3	87.5	26.0	-2.2	13.7	-0.2	-4.9	1	80.8
CC(C)c1cc(C(=O)Nc2sc3c(c2C#N)CCC3)no1	-3.4	16.0	103.3	14.1	3.4	-3.6	-0.2	-18.4	0.8	91.2
CCCCC(=O)Nc1nn(CC(C)C)c2nc3ccccc3cc12	6.1	17.0	97.4	-20.9	4.6	2.9	0.1	-5.0	0.8	117.9
CC(=O)Nc1cc(Br)ccc1O	13.5	-13.1	94.0	4.9	-102.8	7.0	-0.2	-8.5	1.1	101.0
O=C1C=C(NCc2ccc(Cl)cc2)CC(c2ccco2)C1 (centres undefined)	-0.5	23.2	101.1	4.1	0.3	-1.2	-0.1	4.3	0.8	98.9
O=C(NCCOCCNC(=O)OCc1ccccc1)OCc1ccccc1	-0.7	0.9	91.5	26.4	-14.8	9.4	-0.2	-5.5	1	83.6
O=C1C2C3C=CC(C4CC34)C2C(=O)N1c1nccs1 (centres undefined)	0.6	14.3	96.6	-0.7	-30.3	3.9	-0.3	-0.9	0.9	103.0
COc1ccc(C2CCCN2C(=O)Nc2cccc(C(C)=O)c2)cc1OC (centres undefined)	-19.4	2.5	93.1	24.6	20.0	8.6	0.0	2.2	1	84.3
Cc1cc(C)n2nc(C(=O)N/N=C/c3ccc(O)cc3)nc2n1	10.4	/	93.5	4.0	-1.0	5.2	-0.4	20.0	/	98.5
COc1ccc(/C=N\NC(=O)CCN2CCN(c3ccccc3)CC2)cc1OC	0.5	12.2	103.7	-2.6	1.4	-4.1	-0.1	-7.7	0.9	107.7
CC(COc1ccccc1)N1CCC(CO)(Cc2ccccc2)CC1 (centres undefined)	10.3	6.7	94.5	7.6	-3.3	4.5	0.2	-26.7	0.9	97.1

Six entries out of the list, sorted by SMILES length, lowest first:
SMILES	G6PDH CS	Diaphorase inh	STAT1 act	STAT3 inh	TLR4 MyD88 comp	STAT1 blocker	Hsp70 activator	APP 5UTR inh	Diaph act CS	STAT3 act
O=C(CSCc1ccc(Br)cc1)N1CCOCC1	9.4	-0.5	111.4	-1.0	-4.5	-12.4	-0.2	-12.2	1	104.4
O=C(NCCOCCNC(=O)OCc1ccccc1)OCc1ccccc1	-0.7	0.9	91.5	26.4	-14.8	9.4	-0.2	-5.5	1	83.6
CC1(C)CC(=O)C(CCCN2C(=O)c3ccccc3C2=O)C(=O)C1	7.6	8.5	104.0	-2.1	-1.8	-4.4	-0.1	3.0	0.9	104.2
COc1ccc(NC(=O)c2ccc(C)cc2Cl)c([N+](=O)[O-])c1	5.5	14.1	123.4	5.5	-3.8	-25.6	0.1	-54.6	0.9	100.5
CC(=O)Nc1sc2c(c1C(c1cccc(F)c1)N1CCN(CCO)CC1)CCCC2 (centres undefined)	3.1	0.0	97.8	0.0	6.7	1.6	-0.2	6.5	1	102.0
COC(=O)C1CCN(c2ccc([N+](=O)[O-])cc2[N+](=O)[O-])CC1	12.1	23.5	103.5	17.4	-10.1	-5.2	-0.3	4.3	0.8	89.5

Source: PubChem BioAssay
